Screening results: PubChem BioAssay, several laboratories
MgcRacGAP inhibition = MgcRacGAP GTPase-activating activity inhibitors, confirmation, biochemical, ADP Hunter fluorescence; MgcRacGAP-stimulated Rac1 GTP hydrolysis, ADP Hunter fluorescence; higher % means a stronger effect; GST-tagged Rac1 F28L mutant substrate; inhibition, % at 30 µM, or IC50 in µM where a hit was titrated; hit rate 0.6% among 340,000; AID 624330;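 active means first-screen hits whose inhibition reached a set limit at any dose in the follow-up dose series; inconclusive means inhibition above the set first-screen limit but never retested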;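 further: fluorescence reports GDP produced by GAP-driven GTP hydrolysis; strong numbers were not always called active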
NS5 inhibitors = Dengue-2 NS5 methyltransferase inhibitors, primary screen, biochemical, confirmation dose response (AID 588689); hit rate 0.3% among 340,000; inhibition, % at 25 µM, or IC50 in µM where a hit was titrated; Dengue-2 NS5 methyltransferase capping enzyme assay, biochemical; higher % means a stronger effect; in the data active means a potency from the dose series; inconclusive means inhibition above about 29% without an active follow-up result
Large T inhibition = SV40 large T antigen inhibitors, biochemical (AID 1903) | SV40 large T antigen ATPase/helicase inhibition assay; higher % means a stronger effect | inhibition, % at 20 µM, or IC50 in µM where a hit was titrated | hit rate 0.39% among 310,000; in the data active means a potency from the dose series; inconclusive means inhibition mostly from about 32% at the one dose, without a potency; inactive means the rest, 99 in 100 with inhibition below about 32%; further: strong numbers were not always called active
GPR55 LPI antagonism = GPR55 antagonists blocking LPI-driven arrestin recruitment, primary screen, imaging, U2OS, beta-arrestin-GFP, LPI agonist (AID 2013). U2OS GPR55 beta-arrestin-GFP translocation imaging, LPI antagonism; higher % means a stronger effect. one-dose inhibition, % at 10 µM; IC50 in µM for titrated hits. hit rate 0.13% among 290,000;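 active means spots per cell inhibited over 60%, with over 100 cells counted and total cytoplasm intensity under 500,000; inconclusive means wells with under 100 cells, flagged as likely toxic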;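 further: U2OS cells stably carrying GPR55 and arrestin-GFP stimulated by 5 µM LPI near EC80; imaged beta-arrestin-GFP aggregate spots per cell after agonist stimulation; plate controls were LPI-stimulated DMSO wells for no effect and DMSO wells without LPI for full effect; some results filed as inactive read as strong as hits; confirmed hits need IC50 under 10 µM and bright autofluorescent wells are also inconclusive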
Yfh1-off respiration = mitochondrial function rescue without frataxin homolog – Friedreich's ataxia, plus single-dose screen, dose response (AID 1465) | S. cerevisiae Yfh1-off respiration, WST-1 reduction, 72 h; higher fold induction means a stronger effect | fold induction at 50 µM, or EC50 in µM where a hit was titrated | hit rate 0.074% among 220,000;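 active means fold induction of absorbance versus untreated yeast above a set limit, then at least 30% activation at any dose in follow-up; inconclusive means repeats straddling the limit, or above it without dose testing; inactive means fold induction below the set limit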;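 further: activators that raise dye reduction in frataxin-depleted yeast; strong numbers were not always called active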
AID2073 = inhibitors of Mint1-CaV2.2 protein interaction, biochemical, HTRF (AID 2073). inhibition, % at 20 µM, or IC50 in µM where a hit was titrated. hit rate 0.19% among 290,000. HTRF protein-protein interaction, Mint1-CaV2.2; higher % means a stronger effect; in the data active means inhibition mostly above about 51%, no sharp cut-off; inconclusive means no clear call, values can overlap the other calls; inactive means mostly below about 53%; further: some results filed as inactive read as strong as hits
GPR35 arrestin U2OS = GPR35 antagonists blocking zaprinast-driven arrestin recruitment, primary screen, imaging, U2OS, beta-arrestin-GFP, zaprinast agonist (AID 2058) | hit rate 0.052% among 290,000 | inhibition, % at 10 µM, or IC50 in µM where a hit was titrated | U2OS GPR35 beta-arrestin-GFP translocation imaging, zaprinast antagonism; higher % means a stronger effect;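 active means inhibition of at least 50% with at least 30 cells and total cytoplasm GFP at most 10,000,000; inconclusive means under 30 cells or total GFP of 10,000,000 plus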
GPR55 beta-arrestin = selective activators of receptor GPR55 – imaging, U2OS cells, beta-arrestin-GFP redistribution, primary screen (AID 1961) | U2OS GPR55 beta-arrestin-GFP redistribution imaging; higher % means a stronger effect | one-dose activation, % at 10 µM; EC50 in µM for titrated hits | hit rate 0.048% among 290,000;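 active means activation above 40% with more than 50 cells counted in the well; inconclusive means wells holding fewer than 50 cells, flagged as toxic or sparse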;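 further: U2OS osteosarcoma cells stably expressing GPR55 and beta-arrestin-GFP; plate controls were DMSO negative control for no effect and LPI positive control for full effect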
NTR1 agonist = agonists of NTR1, primary screen, imaging, U2OS cells, beta-arrestin-GFP, high content (AID 493036); P30989; NTR1-U2OS beta-arrestin-GFP spot imaging, agonist mode; activation, % at 20 µM; hit rate 0.17% among 330,000;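 active means activation at or above 40% of the spot to cytoplasm intensity ratio, with at least 20 cells analyzed; inconclusive means wells under 20 cells, flagged as cytotoxic or low count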;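 further: 0% = DMSO without peptide and 100% = 100 nM NTR1 peptide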
Target sequence (P30989 whole entry, looked up): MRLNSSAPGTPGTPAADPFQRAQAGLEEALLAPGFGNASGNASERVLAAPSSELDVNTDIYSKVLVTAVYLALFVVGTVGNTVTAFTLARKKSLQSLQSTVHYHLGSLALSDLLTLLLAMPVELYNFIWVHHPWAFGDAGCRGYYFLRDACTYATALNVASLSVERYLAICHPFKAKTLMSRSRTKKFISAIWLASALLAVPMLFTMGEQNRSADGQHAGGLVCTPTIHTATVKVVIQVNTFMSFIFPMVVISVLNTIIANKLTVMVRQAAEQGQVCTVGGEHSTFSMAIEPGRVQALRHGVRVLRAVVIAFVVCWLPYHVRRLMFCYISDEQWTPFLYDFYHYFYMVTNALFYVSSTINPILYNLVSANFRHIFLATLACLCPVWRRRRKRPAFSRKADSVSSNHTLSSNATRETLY
NTR1 agonist cell count 20 µM = recorded beside NTR1 agonist, whose call it bears; cell count; measured here: cell count, cytotoxicity flag
NS5 inhibitors pilot replicate = also measured in NS5 inhibitors; calls as there; inhibition, %; measured here: pilot screen replicate inhibition
Numbers without * were called inactive; i = inactive; ? = inconclusive; / = not tested or not shown.

SMILES | MgcRacGAP inhibition | NS5 inhibitors | Large T inhibition | GPR55 LPI antagonism | Yfh1-off respiration | AID2073 | GPR35 arrestin U2OS | GPR55 beta-arrestin | NTR1 agonist | NTR1 agonist cell count 20 µM | others
O=S(=O)(c1cccc(S(=O)(=O)N2CCC(N3CCCCC3)CC2)c1)N1CCOCC1 | / | / | 8% | 1% | i | 13% | 5% | -0.3% | / | /
Cc1cccc(-c2nsc(SCC(=O)NCc3ccco3)n2)c1 | 6% | 0% | 17% | 21% | i | -8% | 15% | -0.1% | -0.3 | 67
COc1ccc(/C(C)=N\NC(=O)c2ccc3c(c2)OCO3)cc1OC | / | / | 1% | 2% | i | -10% | -10% | 0.0% | 0.2 | 41
COc1ccc2c(C)c(C(=O)O)oc2c1 | 5% | -1% | 9% | 6% | i | 8% | -6% | -0.1% | -0.6 | 92
O=C(Oc1ccc2ccccc2c1)c1ccco1 | 22% | -1% | 19% | -13% | i | 10% | 12% | -0.1% | -2.0 | 80
COC(=O)COc1ccc(S(=O)(=O)N2CCc3ccccc3C2)cc1 | 5% | -3% | 3% | -65% | i | 15% | 0% | 0.3% | 4.6 | 48
NCCCC[C@@H](C(=O)NCCCCCCCCCCC(=O)N1CCNCC1)n1cc(CCO)nn1 | 4% | 2% | 10% | / | / | / | / | / | -0.8 | 93
O=C(ON=C1CCSCC1)c1ccccc1 | 13% | 1% | / | / | i | / | / | / | -0.2 | 35
CCOC(=O)c1ccccc1NC(=O)c1ccc(NS(C)(=O)=O)cc1 | 7% | 0% | 5% | -1% | i | 14% | 0% | -0.1% | 2.4 | 56
CCCCC(=O)Nc1ccc(NC(=O)c2ccc([N+](=O)[O-])cc2)cc1OC | 6% | -1% | 11% | 1% | i | -5% | 14% | 0.1% | 0.1 | 68
CN(/C=C/c1c([N+](=O)[O-])c(=O)n(C)c(=O)n1C)c1ccccc1 | 3% | -4% | 8% | 10% | i | 22% | 5% | 0.2% | -0.7 | 54
O=c1cc(N2CCN(c3ccc(F)cc3)CC2)[nH]c(=O)n1Cc1ccc(F)cc1 | -2% | 2% | 22% | 2% | i | 10% | 18% | -0.3% | 0.9 | 102
COc1ccc(CN(C(=O)c2snc(C(N)=O)c2N)C(C)C(=O)NCc2ccc(F)cc2)cc1 (stereo not drawn) | -2% | -2% | -7% | 4% | / | 10% | 4% | -0.1% | 4.2 | 47
CCN(CC(=O)Nc1ccc2c(c1)OCCO2)Cc1cc(=O)oc2cc(C)c(C)cc12 | 7% | -14% | 15% | -4% | i | 3% | 3% | -0.2% | -0.6 | 73
O=C(CCC(=O)Nc1nnc(C2CCCCC2)s1)NCc1ccccc1 | 12% | -1% | 11% | 8% | i | 6% | 20% | 0.0% | 1.1 | 68

A section from the list above, as a working copy:
SMILES | MgcRacGAP inhibition | NS5 inhibitors | Large T inhibition | GPR55 LPI antagonism | Yfh1-off respiration | AID2073 | GPR35 arrestin U2OS | GPR55 beta-arrestin | NTR1 agonist | NTR1 agonist cell count 20 µM | others
CCCCC(=O)Nc1ccc(NC(=O)c2ccc([N+](=O)[O-])cc2)cc1OC | 6% | -1% | 11% | 1% | i | -5% | 14% | 0.1% | 0.1 | 68
CN(/C=C/c1c([N+](=O)[O-])c(=O)n(C)c(=O)n1C)c1ccccc1 | 3% | -4% | 8% | 10% | i | 22% | 5% | 0.2% | -0.7 | 54
O=c1cc(N2CCN(c3ccc(F)cc3)CC2)[nH]c(=O)n1Cc1ccc(F)cc1 | -2% | 2% | 22% | 2% | i | 10% | 18% | -0.3% | 0.9 | 102
COc1ccc(CN(C(=O)c2snc(C(N)=O)c2N)C(C)C(=O)NCc2ccc(F)cc2)cc1 (stereo not drawn) | -2% | -2% | -7% | 4% | / | 10% | 4% | -0.1% | 4.2 | 47
CCN(CC(=O)Nc1ccc2c(c1)OCCO2)Cc1cc(=O)oc2cc(C)c(C)cc12 | 7% | -14% | 15% | -4% | i | 3% | 3% | -0.2% | -0.6 | 73
O=C(CCC(=O)Nc1nnc(C2CCCCC2)s1)NCc1ccccc1 | 12% | -1% | 11% | 8% | i | 6% | 20% | 0.0% | 1.1 | 68

The listing continues:
SMILES | MgcRacGAP inhibition | NS5 inhibitors | Large T inhibition | GPR55 LPI antagonism | Yfh1-off respiration | AID2073 | GPR35 arrestin U2OS | GPR55 beta-arrestin | NTR1 agonist | NTR1 agonist cell count 20 µM | others
CCCCCn1nc(C(=O)OCc2nnc(-c3ccccc3)o2)c2ccccc2c1=O | 2% | -4% | 9% | / | / | / | / | / | 6.1 | 53
CCCNC(=O)c1ccc(C)c(NC(=O)C2=C(C)OCCS2)c1 | 6% | -1% | 7% | -12% | / | 8% | 11% | -0.1% | 0.8 | 84
Cc1ccc2oc(C(=O)N(CCO)Cc3ccccc3)c(C)c2c1 | 8% | 4% | -3% | -6% | / | 4% | -23% | -0.1% | 3.1 | 46
COC(=O)c1ccc(NC(=O)NCCCl)cc1 | 4% | -2% | 16% | -7% | i | -1% | 7% | -0.2% | 0.2 | 23
COc1ccc(NC(=O)C(CC(=O)O)Cc2ccc(Cl)cc2)cc1 (stereo not drawn) | 12% | 0% | -6% | 3% | / | 4% | -3% | -0.2% | 0.8 | 63
CC(Oc1ccccc1)c1nnc(SCC(=O)NC2CC2)n1C (stereo not drawn) | 3% | -11% | -2% | -2% | / | 12% | 3% | -0.1% | 1.2 | 71
CCOCCOc1cccc(C(=O)NC(c2ccccc2)c2ccccc2)c1 | 1% | 1% | 9% | 2% | / | 2% | 9% | 0.4% | 1.1 | 71
CC(CCN1CCC(n2nccc2NC(=O)c2ccccc2Cl)CC1)c1ccccc1 (stereo not drawn) | 6% | 1% | 19% | 16% | / | 4% | 18% | -0.1% | -0.5 | 59
O=C(CCN1C(=O)/C(=C/c2ccccc2)SC1=S)NCCc1ccc(O)cc1 | 11% | 3% | -1% | -1% | / | 25% | -11% | -0.1% | 1.4 | 58
CNC(=S)Nc1ccc(C(N)=O)cc1 | 5% | -2% | 6% | -4% | i | -7% | -2% | -0.1% | 0.6 | 58
COCCN(C(=O)C1CCCC1)c1c(N)n(Cc2ccccc2)c(=O)[nH]c1=O | 9% | -3% | 14% | 9% | i | -9% | -2% | -0.5% | 0.1 | 51
Cc1cc(SCC(=O)c2ccc(O)c(O)c2)n2nc(C)c(-c3ccccc3)c2n1 | 20% | -6% | 31% | -9% | i | 10% | -2% | -0.3% | 8.0 | 39
CCOC(=O)Cc1csc(NC(=O)CCCN2C(=O)c3ccccc3C2=O)n1 | 8% | 1% | 1% | 5% | i | 1% | -7% | -0.1% | 2.9 | 88
CC(=O)C1=C(O)C(=O)N(c2ccccn2)C1c1ccc(Cl)cc1 (stereo not drawn) | 20% | 0% | 11% | 6% | / | 14% | 3% | -0.1% | 0.7 | 77
COc1ccc(N2CCC(CNC(=S)Nc3cc(C)ccc3C)C2)cc1 (stereo not drawn) | ? | 2% | 37% | -3% | i | -8% | 11% | 0.3% | 2.6 | 56
CCCCN(C)C(=O)c1cn(CC)c2ccc(S(=O)(=O)N(C)C)cc2c1=O | -2% | -4% | 5% | 1% | i | -3% | -1% | -0.1% | 2.1 | 49
COc1ccc(OCC(=O)NCc2ccc(Cl)cc2)cc1 | 11% | 1% | 6% | -6% | / | 0% | -9% | 0.0% | -0.5 | 45 | NS5 inhibitors pilot replicate=-4.6
CCN1CCN(Cc2nnc(-c3ccc(C)cc3)o2)CC1 | 4% | -3% | 6% | -4% | / | -4% | 0% | 0.4% | 1.0 | 89
CC(=O)N1c2ccccc2C(C)CC12CCCCC2 (stereo not drawn) | 7% | 2% | 3% | 26% | i | 11% | 6% | -0.1% | 5.1 | 58
COc1cc(OC)nc(NC(=O)NS(=O)(=O)c2ccc(F)cc2)n1 | / | / | 5% | 0% | i | -3% | 4% | -0.4% | 1.4 | 64
C/C(=N/NC(=O)Cc1cccs1)c1ccco1 | 4% | -1% | 4% | ? | i | -3% | -22% | 0.5% | -0.9 | 80
CCC(=O)N(Cc1ccco1)Cc1cc2cc3c(cc2[nH]c1=O)OCO3 | 8% | -5% | -1% | -6% | i | 5% | 13% | -0.2% | 0.8 | 59
CCOC(=O)C(C)Sc1nc(-c2cccs2)ccc1C#N (stereo not drawn) | 7% | -10% | 14% | -8% | i | 12% | -8% | -0.1% | 8.1 | 71
Cc1ccc(-c2cc(-c3n[nH]c(=S)n3C)c3ccccc3n2)cc1 | -1% | -6% | 25% | 1% | i | 23% | 6% | 0.0% | -0.6 | 38
COC(=O)N(NC(=O)C(O)(c1ccccc1)c1ccccc1)c1ccc(C)cc1 | 5% | 2% | 2% | 2% | i | 4% | 8% | 0.3% | -0.8 | 42
O=C(O)c1cnc(-c2ccccc2)nc1Oc1ccc(Cl)cc1 | 4% | 3% | 10% | -2% | i | -3% | 7% | 0.0% | 1.4 | 62
COc1ccc(-c2nn(C)c(=O)c3ccccc23)cc1NS(C)(=O)=O | 11% | -2% | 9% | -1% | i | 1% | -14% | 0.5% | -0.3 | 63
Clc1ccc(OCCSCc2nc3ccccc3[nH]2)cc1 | 12% | -19% | 0% | 8% | i | ? | 31% | -0.2% | 1.3 | 43
COC(=O)c1ccccc1S(=O)(=O)N1CCC(NC(=O)c2ccccc2)CC1 | 6% | -4% | 16% | -3% | / | -3% | -1% | 0.0% | 0.2 | 112
Cc1cc(C)c(C#N)c(Sc2ccc(N)cc2)n1 | 8% | -1% | 4% | 12% | i | -1% | 7% | 1.1% | 4.2 | 41
CC(C)(C(=O)N[C@H](CO)c1ccccc1)C(=O)N[C@H](CO)c1ccccc1 | 12% | 2% | 17% | 6% | / | 14% | 9% | -0.1% | -1.8 | 87
CCCc1ccc(Oc2cn[nH]c2-c2ccc(O)cc2O)cc1 | 14% | 3% | 6% | -1% | i | 8% | 2% | -0.2% | 28 | 76
OC(CN1CCN(Cc2ccc3c(c2)OCO3)CC1)c1c[nH]c2ccccc12 (stereo not drawn) | -1% | -3% | 1% | -6% | / | -1% | 2% | -0.1% | -2.5 | 66
Cc1cc(C)c(S(=O)(=O)/N=C2\C=C(NS(=O)(=O)c3ccccc3)C(=O)c3ccccc32)c(C)c1 | 9% | 25% | 16% | 7% | / | 30% | -9% | -0.1% | 6.9 | 60
